# Compound activity (PubChem BioAssay)
# 12-hLO inh: blocks human 12-lipoxygenase activity; purified 12-hLO, xylenol orange hydroperoxide absorbance; Potency, µM (series often up to 57.1 µM), for inactives: at the top dose activity change, negative = inhibition, actives largely listed as inhibitors; 0.12% of 150,000 active; P18054; also: potency is read from the fitted curve at half-maximal effect; nearly all actives have a fitted effect of over 55% in size; many of its hits are not listed in these tables
#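 150 nM 12hLO, 25 mM Hepes pH 7.0 + 0.01% Triton X-100; cpd preinc 15 min RT; 40 uM arachidonic acid, 30 min RT; Fe-XO 30 min; A573/A405 ratio as read-out.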
# PNC assembly inh: perinucleolar compartment assembly inhibition | activity change (PNC), negative = inhibition, % at 10 µM | 3.1% of 140,000 active | PC3M PTB-GFP, PNC prevalence imaging, 16 h; stronger effect = lower value;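 active = readout at or below -70, meaning at least 70% loss of cells showing the perinucleolar compartment, a nuclear body marking cancer cells; inconclusive = readout between -30 and a set limit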;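 also: plate controls were DMSO wells for no effect and camptothecin positive control wells for full effect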
#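 Read-out is percentage of cells bearing a perinucleolar compartment, from automated 20x imaging of fixed, Hoechst-stained PC3M PTB-GFP cells. Cells were seeded 4 h, then exposed 16 h to compound (23 nl of library stock) in duplicate plates.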
# IMPase inh: cell-permeable inhibitors of inositol monophosphatase (IMPase); CHO-M1 cells, IP1 accumulation, HTRF TR-FRET ratio; 120,000 tested, under 10 active; AID 901; inhibition (IP1 accumulation), % at 46.1 µM; P97697; active = well fitted curve in the direction sought with a large enough effect in the signal ratio, not every such curve was filed as active; inconclusive = small, poorly fitted or top-dose-only effect, or a change in a side signal; inactive = no such curve, though single readings can be large or run the other way; the % refers to the signal ratio;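 also: cells stimulated with carbachol in lithium chloride buffer; plate controls were DMSO basal wells for no effect and reference inhibitor wells for full effect; higher means more IMPase inhibition seen as more IP1 and lower FRET ratio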
# Target sequence (P97697 whole entry, looked up): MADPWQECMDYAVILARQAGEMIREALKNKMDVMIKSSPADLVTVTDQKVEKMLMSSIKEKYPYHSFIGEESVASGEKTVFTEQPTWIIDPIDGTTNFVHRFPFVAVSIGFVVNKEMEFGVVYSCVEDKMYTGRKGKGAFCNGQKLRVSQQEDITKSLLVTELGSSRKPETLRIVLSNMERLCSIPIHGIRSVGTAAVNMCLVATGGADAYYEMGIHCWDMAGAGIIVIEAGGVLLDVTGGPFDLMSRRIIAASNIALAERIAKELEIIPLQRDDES
#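 Cellular IMPase inhibition is scored as a rise in cytosolic IP1, detected by competitive TR-FRET between d2-labelled IP1 and a europium anti-IP1 antibody. M1-expressing CHO cells were stimulated with carbachol for 30 min at 37C, with lithium (50 mM LiCl) present in the buffer.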
# 15-hLO-2 inh: blocks human 15-lipoxygenase 2 activity. 0.56% of 110,000 active. Potency, µM (series often up to 57.1 µM), without a hit: at the highest dose activity change, negative = inhibition, hits mostly inhibitors. purified 15hLO-2, xylenol orange hydroperoxide absorbance; also: potency is read from the fitted curve at half-maximal effect; nearly all actives have a fitted effect of over 60% in size; many of its hits are not listed in these tables
# Target sequence (O15296 whole entry, looked up): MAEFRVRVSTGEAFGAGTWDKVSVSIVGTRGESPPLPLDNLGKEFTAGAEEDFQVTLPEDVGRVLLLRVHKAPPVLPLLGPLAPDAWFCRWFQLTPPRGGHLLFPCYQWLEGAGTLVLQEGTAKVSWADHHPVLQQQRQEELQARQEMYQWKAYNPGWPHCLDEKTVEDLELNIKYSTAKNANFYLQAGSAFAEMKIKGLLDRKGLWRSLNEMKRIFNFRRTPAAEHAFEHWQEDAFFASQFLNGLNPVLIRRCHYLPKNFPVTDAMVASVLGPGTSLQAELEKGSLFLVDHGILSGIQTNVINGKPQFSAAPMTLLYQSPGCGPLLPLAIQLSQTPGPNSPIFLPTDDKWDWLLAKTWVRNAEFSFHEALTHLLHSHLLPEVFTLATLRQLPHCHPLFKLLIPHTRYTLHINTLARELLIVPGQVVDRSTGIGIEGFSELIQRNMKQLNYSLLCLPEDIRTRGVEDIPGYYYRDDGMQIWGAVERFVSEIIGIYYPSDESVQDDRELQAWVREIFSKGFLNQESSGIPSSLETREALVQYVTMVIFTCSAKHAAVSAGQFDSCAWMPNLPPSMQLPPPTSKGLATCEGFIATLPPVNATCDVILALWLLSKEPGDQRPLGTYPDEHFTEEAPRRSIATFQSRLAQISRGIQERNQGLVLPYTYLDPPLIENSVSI
#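 Enzyme 50 nM, AA 45 uM, 25 mM Hepes pH 7.5 + 0.01% Triton X-100; cpd preinc 15 min RT, rxn 90 min RT; stop/detect with 200 uM XO + 300 uM Fe(II) in 50 mM H2SO4, 30 min; A573/A405.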
# Starred values were filed as active, the others as inactive; u = inconclusive; x = not tested or not shown; [ ] = remark or other dose. Unless noted, calls follow the shape of the dose curve; as a rule, active = well fitted curve in the direction sought with a large enough effect; inconclusive = small, poorly fitted or top-dose-only effect, or another doubt; inactive = no such curve, though single readings can be large; an effect the other way counts as inactive or inconclusive. Unless noted, % is scaled to controls: 0 for no effect and ±100 for the full control effect.
# Start of the listing, in advance:
SMILES,12-hLO inh,PNC assembly inh,IMPase inh,15-hLO-2 inh
CCCCCCCn1ccc(=N)cc1,3%,10,7,1%
CCC(C)(C)n1nnnc1C(c1cc2cccc(C)c2[nH]c1=O)N1CCN(C(=O)c2ccco2)CC1 (stereo not drawn),-8%,12,-5,-9%
CCOc1ccc(S(=O)(=O)N(C(=O)c2ccco2)c2cc3sc(=O)oc3c3ccccc23)cc1,u,60,x,x
O=C(Cc1ccccc1)NCc1ccc(F)cc1,-1%,18,4,x

# Results, previewed entries included:
SMILES,12-hLO inh,PNC assembly inh,IMPase inh,15-hLO-2 inh
CCCCCCCn1ccc(=N)cc1,3%,10,7,1%
CCC(C)(C)n1nnnc1C(c1cc2cccc(C)c2[nH]c1=O)N1CCN(C(=O)c2ccco2)CC1 (stereo not drawn),-8%,12,-5,-9%
CCOc1ccc(S(=O)(=O)N(C(=O)c2ccco2)c2cc3sc(=O)oc3c3ccccc23)cc1,u,60,x,x
O=C(Cc1ccccc1)NCc1ccc(F)cc1,-1%,18,4,x
COc1ccc(S(=O)(=O)N2CCN(Cc3ccc4c(c3)OCO4)CC2)c2ccccc12,1%,-29,3,21%
Cn1c(C(=O)NCc2ccccn2)cc2c(=O)n(C)c3ccccc3c21,-2%,-15,5,5%
O=S(=O)(Nc1cccc2nsnc12)c1ccccc1,3%,10,-7,-1%
COc1ccc2c(-c3cc4ccc(OCc5ccc(F)cc5)cc4oc3=O)cc(=O)oc2c1,-3%,14,x,x
CN(Cc1ccccc1)S(=O)(=O)c1ccc(NC(=S)NC(=O)C(C)(C)C)cc1,3%,-5,x,x
Cc1ccc(-n2cc(-c3ccccc3)c3c(=O)[nH]cnc32)cc1,-7%,29,x,x
CC1C(=O)C(C)C(c2ccco2)NC1c1ccco1 (stereo not drawn),-3%,-24,-10,2%
Cc1c(C(=O)OC2CCCC2C)[nH]c2c1C(=O)CCC2 (stereo not drawn),-8%,22,4,x
Cc1c(Br)c([N+](=O)[O-])nn1C(C)C(=O)NCc1cccnc1 (stereo not drawn),1%,37,-4,0%
CCC(C)NC(=S)N(CCc1ccccc1)Cc1cc2cc(OC)c(OC)cc2[nH]c1=O (stereo not drawn),-2%,u,x,x
COc1cc(-c2nc(-c3ccc(NC(=O)c4ccc(Br)o4)cc3)no2)cc(OC)c1OC,3%,u,13,-27%
CC(C)(C)C1CCc2[nH]nc(C(=O)O)c2C1 (stereo not drawn),-8%,-28,4,0%
COc1ncc2nc(CCc3ccccc3)c(=O)n(Cc3ccc(F)cc3)c2n1,-8%,x,x,3%
O=C(CC1SC2=NCCN2C1=O)Nc1ccc(Br)cc1 (stereo not drawn),-8%,u,x,x
CCN1CCN(Cc2nc3c(c(=O)n(C)c(=O)n3C)n2CC(=O)c2ccccc2)CC1,0%,u,8,2%
O=C1C(Cl)=C(NC2CCCCC2)C(=O)N1c1ccc(Cl)cc1,-4%,-2,x,x
Cc1occc1-c1nnc(SCC(=O)NC(=O)NC(C)C)n1N,-1%,-15,-2,0%
O=C(N/N=C/c1ccccn1)c1cc(-c2ccc3ccccc3c2)n[nH]1,-6%,-23,6,x
COc1cc(OC)cc(C(=O)NC2CCSC2=O)c1 (stereo not drawn),-2%,14,0,1%
COCCNC(=O)CSc1nc2ccccc2c(=O)n1CCCC(=O)NCc1ccccc1,-8%,u,u,-5%
CSc1nnc(C2CCCN2)n1C (stereo not drawn),1%,-3,16,4%
Cc1ccc(S(=O)(=O)n2cnc3cc([N+](=O)[O-])ccc32)c(C)c1C,-7%,-5,1,1%
COc1cc(S(=O)(=O)N(Cc2ccccc2)Cc2ccccn2)ccc1-n1cnnn1,2%,3,-4,x
CC(C)(O[C@@H]1O[C@H](CO)[C@@H](O)[C@H](O)[C@H]1O)[C@H]1Cc2cc3ccc(=O)oc3cc2O1,-1%,u,x,x
COC(=O)c1ccc(/C=C/C(=O)c2ccc(OC)cc2)cc1,-8%,-10,-5,6%
CCN1C(=O)N[C@H](c2ccc(Br)cc2)C(C(C)=O)=C1C,-5%,16,x,x
O=C(CCS(=O)(=O)c1cccc2nonc12)Nc1cccc2c1CCCC2,-3%,u,-1,-3%
COc1ccc(NC(=O)c2sccc2SCC#N)cc1,0%,-88*,u,-5%[11.4 µM]
Cc1ccc(-c2noc(CN3CCN(Cc4ccccc4)CC3)n2)cc1,8%,-1,13,x
COC(=O)C1CC(=O)c2ccsc2C1 (stereo not drawn),-2%,-109*,x,x
O=C(C1CCN(S(=O)(=O)N2CCOCC2)CC1)N1CCc2ccccc21,6%,6,3,8%
Cc1cc(C)n(C(=O)CNC(=O)COc2ccccc2)n1,-2%,-9,-6,-10%
O=CNc1ccccc1,-1%,x,x,-2%
O=C(Cc1cc(=O)[nH][nH]1)N/N=C/c1ccccc1[N+](=O)[O-],-2%,-21,1,x
CCc1c(C)nc2cc(-c3cccs3)[nH]n2c1=O,-3%,-21,-11,-6%
COCCNc1nc(SCC(=O)N2CCN(c3ccccc3OC)CC2)nc2ccccc12,-1%,-20,3,10%

# 4 entries out of the list above, ordered by the value under 15-hLO-2 inh, highest first.
Structure | 15-hLO-2 inh
COC(=O)c1ccc(/C=C/C(=O)c2ccc(OC)cc2)cc1 | 6%
COc1cc(OC)cc(C(=O)NC2CCSC2=O)c1 (stereo not drawn) | 1%
O=CNc1ccccc1 | -2%
COCCNC(=O)CSc1nc2ccccc2c(=O)n1CCCC(=O)NCc1ccccc1 | -5%

# 6 compounds picked at random from those above, as already listed:
SMILES,12-hLO inh,PNC assembly inh,IMPase inh,15-hLO-2 inh
Cc1occc1-c1nnc(SCC(=O)NC(=O)NC(C)C)n1N,-1%,-15,-2,0%
COC(=O)c1ccc(/C=C/C(=O)c2ccc(OC)cc2)cc1,-8%,-10,-5,6%
O=CNc1ccccc1,-1%,x,x,-2%
CC(C)(O[C@@H]1O[C@H](CO)[C@@H](O)[C@H](O)[C@H]1O)[C@H]1Cc2cc3ccc(=O)oc3cc2O1,-1%,u,x,x
COc1cc(S(=O)(=O)N(Cc2ccccc2)Cc2ccccn2)ccc1-n1cnnn1,2%,3,-4,x
COC(=O)C1CC(=O)c2ccsc2C1 (stereo not drawn),-2%,-109*,x,x

# (listing goes on)
SMILES,12-hLO inh,PNC assembly inh,IMPase inh,15-hLO-2 inh
O=C(c1ccc(Cl)cc1)[C@@H]1[C@@H]2C(=O)N(c3ccccc3)C(=O)[C@@H]2C2c3ccccc3C=NN21 (stereo partly drawn),0%,6,x,x
COc1ccc(-n2nc(C(=O)NCC(=O)Nc3cccc(C)n3)c3ccccc3c2=O)cc1,0%,u,-2,-1%
COc1ccccc1NC(=O)COC(=O)c1ccc(S(=O)(=O)NCc2ccco2)cc1,3%,-2,12,-1%
Cc1cc(C)nc(SC2CCCCC2NS(=O)(=O)c2ccccc2)n1 (stereo not drawn),2%,32,x,x
O=[N+]([O-])c1cnccc1Nc1ccccc1,-5%,-1,-3,-6%
C=CCn1c(-c2ccccc2)nc(=S)c2c1CC(C)(C)OC2,-9%,-30,-1,-2%
CC1(C)CC(=O)C=C(NCCN2CCN(C(=O)Nc3ccc(Cl)c(Cl)c3)CC2)C1,-5%,19,3,1%
COc1cccc(/C(O)=C2/C(=O)C(=O)N(c3ccccn3)C2c2ccc(OC)c(OC)c2)c1 (stereo not drawn),12%,54,-3,23%
CNC(=O)c1cc2cc(OC)ccc2n1CCN(C)C,-7%,-12,u,15%
CCCCC(=O)Nc1ccc(C(=O)OC2CCCCC2)cc1,-3%,26,2,4%
O=C(NC1CC2CCC(C1)N2C(=O)NCc1ccccc1)C1CC1 (stereo not drawn),-1%,-13,26,0%
Cc1c(C(=O)N2CC(C)OC(C)C2)oc2ccccc12 (stereo not drawn),3%,u,9,-3%
Cc1ccc(C)c(S(=O)(=O)N2CCN(C(C)C(=O)Nc3ccccc3-c3ccccc3)CC2)c1 (stereo not drawn),-6%,33,x,x
CC(C)CNS(=O)(=O)c1ccc(CCC(=O)NCc2cccnc2)cc1,-8%,30,0,-1%
CCOc1cc(/C=C2\CCC/C(=C\c3cc(Cl)c(O)c(OCC)c3)C2=O)cc(Cl)c1O,-6%,28,10,u
CCOc1cccc(C(=O)Nc2cccc(C(C)=O)c2)c1,0%,45,x,x
CC1=C(/C=C/C(C)=C\C=C\C(C)=C\C(=O)O)C(C)(C)CCC1,-6%[0.00818 µM],x,x,-13%[0.0915 µM]
NC(=O)NC(Cc1ccccc1)C(=O)O (stereo not drawn),3%,18,2,-3%
C=CCNC(=O)CN(c1cccc(Br)c1)S(C)(=O)=O,-3%,u,0,-1%
Cc1ccc(C)c(N2CCN(C(c3ccncc3)c3nnnn3Cc3ccccc3)CC2)c1 (stereo not drawn),-2%,-6,-7,-19%
CCOc1cc(CNc2ccc(CNc3ncn[nH]3)cc2)ccc1OCc1ccccc1,-2%,u,x,x
Cc1cc(C)n2cc(CSc3nnnn3C)nc2n1,5%,20,-4,-6%
COc1cccc(C2CC(=O)NC(SC)=C2C#N)c1 (stereo not drawn),-3%,10,11,3%
O=C(CSc1ccc(C(F)(F)F)cc1[N+](=O)[O-])NCCOc1ccccc1,-1%,62,-7,x
Cc1[nH]c2ccccc2c1C1(O)C(=O)N(C(C)C)c2ccccc21 (stereo not drawn),-2%,26,-1,-3%
CCN(CC)CCCCC1CCN(CC(=O)N2c3ccccc3C(=O)Nc3cccnc32)CC1,5%,x,x,-2%
COc1cc(OC)cc(C(=O)Nc2cccc(C(C)=O)c2)c1,-2%,6,1,-1%
CCn1c(O)c(/C=N/N=C2CCCC2)c2ccc(C3=NNC(=O)CC3)cc21,5%,-18,0,-18%
CCN1CCN(C(=O)c2ccc(CSc3ccc(C)cc3)cc2)CC1,7%,-7,5,35%[activator]
CC(NS(=O)(=O)c1ccc(Cl)cc1)C(=O)NCc1ccco1 (stereo not drawn),0%,u,2,-16%
CC(C)c1ccc(C(=O)N/N=C/c2cccc(Cl)c2Cl)cc1,1%,76,0,2%
Cc1ccccc1-n1c(SCC(N)=O)nc2sc(-c3ccccc3)cc2c1=O,4%,u,1,0%
Cc1ccc(NCCC(=O)c2ccc(Cl)c(Cl)c2)cc1,4%,75,1,u
CC(C)(C)C1CCC2(CC1)Nc1cccc3cccc(c13)N2,-1%,16,-4,u
CCOc1cc(/C=N/NC(=O)CN2CCCCC2)ccc1OCc1ccc(Cl)cc1,0%,-2,x,x
CSc1ccccc1C(=O)NC1CCCCC1,-3%,u,1,-6%
CC(=O)c1c(C)[nH]c(C(=O)OCC(=O)C(C)(C)C)c1C,-2%,50,u,-9%
CC(/C=C/c1ccccc1F)=N\NC(=O)C(C)C,-3%,44,x,x
Cc1ccc(-c2nsc(SCC(=O)NCc3ccc4c(c3)OCO4)n2)cc1,0%,u,4,x
O=C(O)c1ccc(COc2ccc3c4c(c(=O)oc3c2)CCC4)o1,-8%,17,-7,-5%
COc1ccc(NC(=O)CSc2nc3c(c(=O)n2-c2ccccc2)SCC3)c(OC)c1,4%,-10,-7,3%
COc1ccc(S(=O)(=O)NCc2cn3c(C)csc3n2)cc1F,-1%,-21,-4,7%
CCOCCCNC(=O)c1ccc2c(c1)ncn2C1CCCC1,2%,-23,-8,4%
Cc1cccc(C2CC(c3ccc(Cl)cc3)Nc3nc(N)nn32)c1 (stereo not drawn),-5%,u,2,1%
COC(=O)C1C(c2ccc(OC)c(OC)c2)NC(c2ccc(OC)c(OC)c2)C(C(=O)OC)S1(=O)=O (stereo not drawn),-6%,-23,6,x
O=c1c(Cl)c(NCc2ccccc2)cnn1C12CC3CC(CC(C3)C1)C2,-1%,48,x,x
CCNc1oc(-c2cccc3ccccc23)nc1C#N,u,-6,u,-11%
CCSc1cc(N2CCCC2)nc(-c2ccccc2)n1,-1%,40,11,15%

# A portion of the library, so the mix of outcomes need not match the whole.
